Source: PubChem (National Center for Advancing Translational Sciences (NCATS))
FUS yeast rescue: rescues growth of FUS-expressing yeast | S. cerevisiae FUS-expressing, growth rescue, OD600, 24 h | Potency, µM (titrated, usually from 76.6 µM), for inactives: at the top dose growth rescue (activation), most hits filed as activators | 390,000 tested, 0.24% active;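 note: potency is the fitted concentration of half-maximal effect; plate controls were DMSO vehicle for no effect and reference control for full effect; nearly all actives have a fitted effect of over 55% in size; some results filed as inactive show a strong effect at the top dose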
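Quantitative HTS measuring growth restoration of FUS-toxic yeast. Galactose-induced cells (OD 0.005) were exposed 24hr at 30C to compounds at several concentrations, then absorbance at 600 nm was recorded.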
MmCpn inh: M. maripaludis TRiC chaperonin inhibition. AID 504842. 330,000 tested, 0.031% active. Potency, µM (top dose mostly 76.9 µM), inactives show at the top dose activity, negative = inhibition, usual class: inhibitors. purified Mm-Cpn ATPase, ADP Transcreener TR-FRET; note: potency is the fitted concentration of half-maximal effect; % is set by controls: 0 for no effect and ±100 for the full control effect; nearly all actives have a fitted effect of over 80% in size
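Eu-cryptate anti-ADP/ADP-d2 competition gives a ratio inversely related to ADP. Enzyme at 25 nM was pre-exposed to compound for 10 min, then given 10 uM ATP for 30 min, 37°C throughout.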
Akt phos inh: Akt phosphorylation inhibition; activity change, % for hits at 50 µM; Neuro2A IGF-stimulated pAkt S473 HTRF, 20 min; stronger effect = lower value; 360,000 tested, 0.32% active; in the data active = activity change below about -80%; inconclusive = mostly about -51% to -80%; note: % is set by controls: 0 for no effect and ±100 for the full control effect
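Single-point screen (50 µM final compound) in Neuro2A cells stimulated 20 min with 6 nM IGF at 37 deg C. After lysis, Ser473-phosphorylated Akt read by HTRF (ex 330 nm, em 615/665 nm) as the 665/615 ratio.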
Abeta yeast res: restores growth of yeast expressing A-beta42 peptide; Potency, µM (doses to about 46.1 µM), inactives show at the highest dose growth rescue, usual class: activators; yeast expressing A-beta42, growth rescue, OD600, 48 h; response scale: 0% DMSO, 100% iron-clioquinol control; 410,000 tested, 0.063% active; note: potency is the fitted concentration of half-maximal effect; nearly all actives have a fitted effect of over 55% in size
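Yeast A-beta toxicity model in growth medium with pinned compounds, 48 h at 30 C; growth read as absorbance at 600 nm. Normalized to FeCl3/clioquinol equimolar mix (positive) and DMSO (negative).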
aSyn rescue: rescues yeast growth from alpha-synuclein toxicity; Yeast expressing alpha-synuclein, growth rescue, BacTiter-Glo, 24 h; 370,000 tested, 0.14% active; Potency, µM (doses to about 46.1 µM), without a hit: at the highest dose growth rescue (activation), most hits filed as activators; note: potency is the fitted concentration of half-maximal effect; % of control where 0% means no effect; nearly all actives have a fitted effect of over 65% in size
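Screening used galactose-induced yeast with toxic alpha-synuclein levels, exposed to compound for 24 hr at 30 deg C. Cell growth, read with BacTiter-Glo luminescence, gave the measured signal.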
GLP1R cytotox: cytotoxic in the GLP-1 receptor inverse agonist counter-screen; HEK293 cAMP-luciferase reporter cells, luminescence, 24 h; Potency, µM (titrated, usually from 38.3 µM), inactives show top-dose activity change, negative = inhibition, most hits filed as inhibitors; 410,000 tested, 0.13% active;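 note: loss of luciferase light is scored as toxicity; potency is the fitted concentration of half-maximal effect; % is set by controls: 0 for no effect and ±100 for the full control effect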
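Seeding density was 200 cells/uL; after overnight-length (12 h) culture, 23 nL compounds went on for 24 h at 37 °C. Readout used a luciferase detection reagent, luminescence taken after 12 min at room temperature.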
TDP43 rescue: TDP-43 toxicity inhibition in yeast | TDP-43 expressing yeast growth rescue, BacTiter-Glo, 24 h | Potency, µM (highest dose often 46.1 µM), for the others: at the highest dose growth rescue (activation), hits mostly activators | 410,000 tested, 1.8% active; note: potency is the fitted concentration of half-maximal effect; % of control where 0% means no effect; nearly all actives have a fitted effect of over 50% in size
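Galactose-induced TDP-43 yeast, OD600=0.02, compound pinned; 24 hr, 30 deg C; BacTiter-Glo luminescence for growth. Inhibitors of TDP-43 toxicity read as activators.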
PTHR1 agonist: agonists of human PTHR1 parathyroid hormone receptor. Potency, µM (top dose mostly 115 µM), for the others: at the top dose activation, usual class: activators. HEK293 GP2 PTHR1 cells, GloSensor cAMP luminescence, 1 h. 410,000 tested, 0.075% active; note: potency is the fitted concentration of half-maximal effect; nearly all actives have a fitted effect of over 55% in size; some results filed as inactive show a strong effect at the top dose; inactives centre near -15; many of its hits are not listed in these tables
Target sequence (Q03431 whole entry, looked up): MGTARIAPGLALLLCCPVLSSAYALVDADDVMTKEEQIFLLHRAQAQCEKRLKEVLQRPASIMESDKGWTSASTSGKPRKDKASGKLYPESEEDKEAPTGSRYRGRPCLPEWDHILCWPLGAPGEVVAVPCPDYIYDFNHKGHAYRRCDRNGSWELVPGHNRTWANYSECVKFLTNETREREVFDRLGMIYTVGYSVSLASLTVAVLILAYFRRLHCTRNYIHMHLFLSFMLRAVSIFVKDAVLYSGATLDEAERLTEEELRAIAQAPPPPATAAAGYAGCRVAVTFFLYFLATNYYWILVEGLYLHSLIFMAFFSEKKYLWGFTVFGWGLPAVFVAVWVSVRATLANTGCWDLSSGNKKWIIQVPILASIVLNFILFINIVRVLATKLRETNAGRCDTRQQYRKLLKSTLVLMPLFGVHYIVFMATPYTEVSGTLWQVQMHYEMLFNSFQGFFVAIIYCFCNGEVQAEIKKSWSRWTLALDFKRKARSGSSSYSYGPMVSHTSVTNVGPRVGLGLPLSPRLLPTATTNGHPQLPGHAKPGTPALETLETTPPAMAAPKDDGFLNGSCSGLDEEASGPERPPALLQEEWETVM
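HEK-293-derived GP2 cells expressing PTHR1 and a GloSensor cAMP reporter, 3,000/well, plated overnight, given luciferin plus IBMX (each 0.5 mM as added) for 1 h at 37 °C, then compound for 1 h at 37 °C. Luminescence was read after 15 min at room temperature.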
GLP-1R inv ag: acts as inverse agonist at human GLP-1 receptor | HEK293 GLP-1R CRE-luciferase, luminescence, 24 h; GLP-1R form is constitutively active | Potency, µM (titrated, usually from 38.3 µM), for the others: at the highest dose activity change, negative = inhibition, most hits filed as inhibitors | 410,000 tested, 1.6% active | AID 624417; note: potency is the fitted concentration of half-maximal effect; % is set by controls: 0 for no effect and ±100 for the full control effect; nearly all actives have a fitted effect of over 55% in size
Target sequence (P43220 whole entry, looked up): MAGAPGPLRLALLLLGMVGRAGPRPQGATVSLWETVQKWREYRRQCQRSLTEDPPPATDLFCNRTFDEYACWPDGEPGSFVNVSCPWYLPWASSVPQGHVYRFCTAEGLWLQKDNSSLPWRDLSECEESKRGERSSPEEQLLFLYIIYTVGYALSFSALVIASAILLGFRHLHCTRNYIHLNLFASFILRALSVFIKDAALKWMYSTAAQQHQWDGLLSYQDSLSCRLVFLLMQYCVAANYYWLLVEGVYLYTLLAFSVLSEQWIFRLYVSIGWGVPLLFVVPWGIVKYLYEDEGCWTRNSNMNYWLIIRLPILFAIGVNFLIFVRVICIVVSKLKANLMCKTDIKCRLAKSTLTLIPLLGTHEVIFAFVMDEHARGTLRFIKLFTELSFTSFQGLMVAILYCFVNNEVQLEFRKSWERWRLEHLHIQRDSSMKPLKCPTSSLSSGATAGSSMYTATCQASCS
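Inverse agonism was detected as reduced cAMP-driven luciferase luminescence after 24 h compound treatment. The cells were HEK293 clones expressing constitutively active human GLP-1R with the reporter. Reporter-only and GPR119 cell lines served as counterscreen controls.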
Active calls of the source: *; i = inactive; ? = inconclusive; . = no result given; [ ] = dose if it differs, or a comment. Unless noted, calls come from the whole dose curve; as a rule, active = well fitted curve in the direction sought with a large enough effect; inconclusive = small, poorly fitted or top-dose-only effect, or another doubt; inactive = no such curve, though single readings can be large; an effect the other way counts as inactive or inconclusive. The list is partial; rates above refer to the full screens.

Value order: aSyn rescue, Abeta yeast res, GLP1R cytotox, GLP-1R inv ag, MmCpn inh, Akt phos inh, FUS yeast rescue, PTHR1 agonist, TDP43 rescue
> COCC(=O)N1CCC(Oc2ccc(C(=O)N3CCCCCC3)cc2)CC1
→ 4%, 1%, -8%, 5%, -2%, i, ., i, 1%
> Cc1cccc(N2CCN(Cc3nc(-c4ccc(F)cc4F)oc3C)CC2)n1
→ -5%, ?, -9%, ?, 0%, i, 9%, -16%, .
> CN(C)Cc1c(C(=O)N/N=C/c2cccc3ccccc23)nnn1-c1nonc1N
→ 5%, -8%, 4%, 13%, 0%, i, -8%, 11%, -14%
> CC(=O)Nc1ccc(Oc2ccc(S(=O)(=O)N3CCCC3)cn2)cc1
→ -1%, -11%, 13%, 5%, 0%, i, -10%, -13%, 0%
> COc1ccccc1NS(=O)(=O)c1ccc(NC(=O)c2nc3nc(C)cc(C(F)F)n3n2)cc1
→ 9%, -4%, -8%, 0%, -2%, i, 32%, -3%, -20%
> Cc1nc2ncnn2c(C)c1CCC(=O)NCc1cccc(Cl)c1
→ ., -5%, -6%, -11%, ., ., -19%, -6%, 4%
> CCOCCCNC(=O)C(c1ccccc1)N(Cc1cccs1)C(=O)CNC(=O)c1ccccc1 (configuration not stated)
→ -2%, 4%, 1%[1.53 µM], -24%, -4%, i, 19%, i, -3%
> COC(=O)c1sccc1NC(=O)C1CC=CCC1C(=O)O (configuration not stated)
→ 5%, 20%, 2%, 13%, -11%, i, -8%, i, 11%
> Cc1nn(CC(=O)NC2CCCCC2)c(=O)c2cc3cc(F)ccc3n12
→ ., 9%, -7%, 3%, ., ., -4%, -26%, 0%
> NC(=O)C1c2ccccc2Oc2ccccc21
→ 7%, 5%, 0%, -20%, 1%, i, -16%, i, 8%

Of the compounds above, these contain sulfur:
Value order: aSyn rescue, Abeta yeast res, GLP1R cytotox, GLP-1R inv ag, MmCpn inh, Akt phos inh, FUS yeast rescue, PTHR1 agonist, TDP43 rescue
> CC(=O)Nc1ccc(Oc2ccc(S(=O)(=O)N3CCCC3)cn2)cc1
→ -1%, -11%, 13%, 5%, 0%, i, -10%, -13%, 0%
> COc1ccccc1NS(=O)(=O)c1ccc(NC(=O)c2nc3nc(C)cc(C(F)F)n3n2)cc1
→ 9%, -4%, -8%, 0%, -2%, i, 32%, -3%, -20%
> CCOCCCNC(=O)C(c1ccccc1)N(Cc1cccs1)C(=O)CNC(=O)c1ccccc1 (configuration not stated)
→ -2%, 4%, 1%[1.53 µM], -24%, -4%, i, 19%, i, -3%
> COC(=O)c1sccc1NC(=O)C1CC=CCC1C(=O)O (configuration not stated)
→ 5%, 20%, 2%, 13%, -11%, i, -8%, i, 11%

The listing continues:
Value order: aSyn rescue, Abeta yeast res, GLP1R cytotox, GLP-1R inv ag, MmCpn inh, Akt phos inh, FUS yeast rescue, PTHR1 agonist, TDP43 rescue
> CC(C)CCNc1nc2ccccc2nc1NS(=O)(=O)c1cccs1
→ 1%, -7%, 3%, ?, -3%, i, 23%, -25%, -15%
> O=C(CCS(=O)(=O)c1ccc(F)cc1)Nc1nc(-c2ccncc2)cs1
→ 3%, ., -28%, ?, 1%, i, -20%, -30%[inhibitor], 18%
> COc1cc(C2C(C#N)=C(N)OC3=C2C(=O)CC(C)(C)C3)ccc1OC(=O)N1CCOCC1 (configuration not stated)
→ -1%, 8%, -14%, 9%, -1%, i, -7%, i, -3%
> Nc1cc(N)nc(SCC(=O)NNC(=O)Cc2ccccc2)n1
→ 0%, 9%, -4%, 14%, 0%, i, 0%, -4%, 17%
> COc1ccc2c(c1)[C@H]1[C@H](CO2)[C@H](c2ccccc2)[C@]2(C)C(=O)Nc3ccc(Br)cc3C(=O)N12
→ 12%, -29%, 24%, 5.6µM*, -23%, i, ?, -9%, -59%[inhibitor]
> COc1ccc2oc(=N)c(C(=O)Nc3ccccc3Cl)cc2c1
→ -8%, -5%, 3%, 12%, -3%, i, -25%, -14%, 5%
> CC(=O)c1ccc(NC(=O)c2ccc3c(c2)N(Cc2cccc(Cl)c2)C(=O)c2ccccc2S3(=O)=O)cc1
→ -5%, -10%, -7%, ?, ., ., 26%, i, 8%
> COc1ccc(NC(=O)CN(C)CC(=O)Nc2cccc3ccccc23)c(OC)c1
→ -5%, 12%, 0%, -19%, -1%, i, -10%, i, 29%
> COc1ccc(-c2oc3ccccc3c(=O)c2OCC(=O)O)cc1
→ 12%, -38%[inhibitor], -9%, 5%, 1%, i, -4%, -11%, -28%
> Nc1cccnc1-n1nc(C(F)(F)F)cc1C(F)(F)F
→ -4%, -5%, -25%, -7%, -1%, i, -23%, -2%, 13%
> O=C(NC1CCCCC1)c1ccc(-n2cncn2)c([N+](=O)[O-])c1
→ 1%, 6%, 8%, 11%, -1%, i, 2%, i, 1%
> C/C(CC(=O)Nc1ccc2c(c1)OCCO2)=N\NC(=O)Cc1ccccc1
→ 2%, 7%, -5%, -2%, 1%, i, 16%, -14%, -25%
> CCC1(C)Cc2c(sc3nc(NC)n(C)c(=O)c23)CO1 (configuration not stated)
→ -5%, 2%, -4%, 0%, -5%, i, ., -5%, 0%
> O=C(NCc1ccc2c(c1)OCO2)C(=O)NCC1OCCN1S(=O)(=O)c1ccc(Cl)cc1 (configuration not stated)
→ 2%, -4%, 7%, -37%, 2%, i, ., i, 0%
> CC(=O)NC1(c2cccc(F)c2)CCN(C(=O)Nc2ccc(C#N)cc2)CC1
→ -5%, ?, 1%, 7%, -1%, i, -4%, i, -1%
> Cc1[nH]c2ccccc2c1C(=O)COC(=O)c1ccc([N+](=O)[O-])s1
→ -65%[inhibitor], -91%[inhibitor], -8%, 2%, 2%, i, 11%, -93%[inhibitor], -94%[inhibitor]
> O=C(O)CN1C(=O)NC2(CCc3ccccc32)C1=O (configuration not stated)
→ -5%, 1%, 0%, 0%, -9%, i, -31%, i, 4%
> COC(=O)c1ccc(CNC(=O)c2ccc3c(c2)NC(=O)CS3)cc1
→ -4%, 0%, -9%, 19%, -4%, i, -6%, -40%[inhibitor], 6%
> COc1ccccc1C(=O)N(Cc1ccco1)Cc1ccccc1F
→ ., -9%, -2%, 7%, ., ., 10%, i, 10%
> O=C(CSc1nccn1-c1ccccc1)NO
→ 0%, 9%, -1%, 11%, 1%, i, -13%, i, -1%
> COc1ccc(-n2c(SCC(=O)N(C)C3CCS(=O)(=O)C3)nc3ccc(O)cc3c2=O)cc1OC (configuration not stated)
→ -1%, 9%, -2%, -1%, -2%, i, 18%, i, -13%
> COC(=O)C[C@H]1CC[C@@H](NC(=O)Nc2cccc(OC)c2)[C@@H](CO)O1
→ -5%, -4%, 2%, 13%, ., i, 3%, -4%, 11%
> OCC1(CCc2ccccc2)CCCN(CCCc2ccccc2)C1 (configuration not stated)
→ 4%, 9%, -23%, ?, 0%, i, 1%, i, -2%
> O=C(Cc1n[nH]c(=O)c2ccccc12)Nc1cc(C(F)(F)F)ccc1-n1cncn1
→ -4%, -3%, -2%, 29%, -1%, i, 15%, i, -7%
> CC(C)c1ccc(Nc2cc(C(=O)NCCCN(C)Cc3ccccc3)c3ccccc3n2)cc1
→ ., -4%, 3%, 1%, ., ., -2%, ?, -17%
> CCOc1ccc(NC(=O)COC(=O)c2c(OC)cccc2OC)cc1
→ 0%, 6%, -7%, -26%, 2%, i, ., i, 18%
> CCC(C)Sc1nc2c(cnn2-c2ccccc2)c(=O)[nH]1 (configuration not stated)
→ 1%, 19%, 25%, 152%[activator], 0%, i, -21%, -6%, 17%
> N/C(=N\OC(=O)Cc1cccs1)c1ccc(Br)cc1
→ -1%, 0%, 20%, 14%, -4%, i, -8%, -13%, -9%[0.397 µM]
> CC(C)(C)c1nnc2sc(SC/C(O)=C(\C#N)c3nc4ccccc4[nH]3)nn2c1=O
→ -1%, 11%, -16%, -3%, 0%, i, 35%, 0%[57.5 µM], -9%
> O=C(O)Cn1c(COc2ccc(Cl)cc2)nc2ccccc21
→ 1%, -4%, -1%, 0%, 3%, i, -52%, -21%, -15%

A second format for part of the listing above.
compound,aSyn rescue,Abeta yeast res,GLP1R cytotox,GLP-1R inv ag,MmCpn inh,Akt phos inh,FUS yeast rescue,PTHR1 agonist,TDP43 rescue
N/C(=N\OC(=O)Cc1cccs1)c1ccc(Br)cc1,-1%,0%,20%,14%,-4%,i,-8%,-13%,-9%[0.397 µM]
COC(=O)C[C@H]1CC[C@@H](NC(=O)Nc2cccc(OC)c2)[C@@H](CO)O1,-5%,-4%,2%,13%,.,i,3%,-4%,11%
CCOc1ccc(NC(=O)COC(=O)c2c(OC)cccc2OC)cc1,0%,6%,-7%,-26%,2%,i,.,i,18%

Other entries follow:
Value order: aSyn rescue, Abeta yeast res, GLP1R cytotox, GLP-1R inv ag, MmCpn inh, Akt phos inh, FUS yeast rescue, PTHR1 agonist, TDP43 rescue
> Cc1ccc(Cn2cccc2C2=NC(C)(C)CO2)cc1
→ ., -1%, 4%, -9%, ., ., 3%, -14%, 18%
> CC(C)Oc1ccc(CNC(=O)c2ccc(CS(=O)Cc3ccccc3Cl)o2)cc1 (configuration not stated)
→ ., 0%, -5%, ?, ., ., 23%, -86%[inhibitor], 9%
> Cc1noc(C(=O)N2CCN(c3ccccc3)CC2)c1Cl
→ 9%, 1%, 24%, 12%, 1%, i, -24%, i, ?
> Fc1cccc(NC(=S)NCc2ccc(Cl)cc2)c1
→ -1%, 20%, -1%, ?, 1%, i, ., -53%[inhibitor], 0%
